AmpC detergent – inhibitors of E. coli AmpC beta-lactamase with detergent. actives 0.041% (n = 370,000). Potency, µM (highest dose often 114 µM), for inactives: at the highest dose activity change, negative = inhibition, actives largely listed as inhibitors. AmpC hydrolysis of nitrocefin, absorbance 480 nm, 0.01% Triton. P00811;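 further: potency means the concentration at half of the fitted maximal effect; 0% = no-compound wells and -100% = no-enzyme wells; nearly all actives have a fitted effect of over 25% in size; some results filed as inactive show a strong effect at the top dose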
Target sequence (P00811 whole entry, looked up): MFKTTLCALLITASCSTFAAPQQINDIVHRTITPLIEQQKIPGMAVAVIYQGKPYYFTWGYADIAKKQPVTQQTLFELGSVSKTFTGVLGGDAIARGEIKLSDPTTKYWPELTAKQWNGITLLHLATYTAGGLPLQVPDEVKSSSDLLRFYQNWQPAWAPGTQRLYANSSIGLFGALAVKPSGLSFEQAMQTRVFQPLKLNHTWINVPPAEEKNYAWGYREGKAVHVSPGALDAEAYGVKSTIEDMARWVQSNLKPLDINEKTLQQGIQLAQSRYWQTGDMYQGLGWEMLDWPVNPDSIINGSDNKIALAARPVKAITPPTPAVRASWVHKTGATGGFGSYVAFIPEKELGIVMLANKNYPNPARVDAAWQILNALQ
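20 mM phosphate pH 7.0 + 0.01% (detergent screen) or 0.0001% Triton X-100; 5.3 nM AmpC reagent; cpd preinc 15 min RT; nitrocefin (800 uM stock) to start; A480 q20 s × 4 min; Activity was normalised to no-enzyme and no-compound control wells.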
Giardia FBPA inh – Giardia lamblia aldolase inhibition; Potency, µM (series often up to 59.6 µM), for the others: at the highest dose activity, negative = inhibition, actives largely listed as inhibitors; actives 0.71% (n = 290,000); A8B2U2; purified Giardia FBPA; AID 2451; further: potency means the concentration at half of the fitted maximal effect; nearly all actives have a fitted effect of over 55% in size
Target sequence (A8B2U2 whole entry, looked up): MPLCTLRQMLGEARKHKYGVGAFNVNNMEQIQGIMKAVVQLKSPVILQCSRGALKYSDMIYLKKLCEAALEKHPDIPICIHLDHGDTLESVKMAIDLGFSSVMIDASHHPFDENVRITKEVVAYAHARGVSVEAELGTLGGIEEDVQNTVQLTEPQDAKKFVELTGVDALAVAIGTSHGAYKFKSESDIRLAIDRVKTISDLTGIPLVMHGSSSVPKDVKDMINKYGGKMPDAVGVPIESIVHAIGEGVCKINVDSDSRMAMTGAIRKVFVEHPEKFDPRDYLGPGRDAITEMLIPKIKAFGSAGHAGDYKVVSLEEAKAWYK
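Giardia FBPA (40 nM reagent) was preincubated 10 min at RT with compound (up to 57.5 uM final), then substrate plus GAPDH/TPI/NAD/arsenate coupling system with diaphorase/resazurin was added; resorufin fluorescence (525/598 nm) was read after 20 min.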
HCV inh – inhibitors of hepatitis C virus infection; Potency, µM (titrated, usually from 41.8 µM), inactives show top-dose activity change, negative = inhibition, most hits filed as inhibitors; AID 651820; actives 3.4% (n = 340,000); Huh7.5.1 HCVcc-Cre infection, luciferase reporter, 44 h; further: potency means the concentration at half of the fitted maximal effect
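Cells seeded at 1,000/well and cultured 4 h, then compounds added followed by HCVcc-Cre virus (~0.5 moi). After 44 h further culture, luciferase substrate was added, plates held 15 min at room temperature, and luminescence read for 15 sec.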
HCMV inh – human cytomegalovirus inhibition; activity change, negative = inhibition, % at 57.5 µM; HFF cells, HCMV-luciferase reporter, 72 h; hits give low values; AID 1259415; actives 4.5% (n = 410,000); in the data active means activity change below about -60%; inconclusive means no clear call, values can overlap the other calls; inactive means above about -39%
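Two-dose cell screen: HFF monolayers treated with compounds and infected with luciferase-expressing HCMV at 1 PFU/cell, 72 h at 37C, then lysed for luciferase measurement.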
AmpC inh no detg – blocks E. coli AmpC beta-lactamase in detergent-free assay; Potency, µM (highest dose often 57.1 µM), for the others: at the top dose activity change, negative = inhibition, actives largely listed as inhibitors; actives 0.52% (n = 330,000); AmpC nitrocefin hydrolysis, absorbance 480 nm, 0.0001% Triton;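 further: potency means the concentration at half of the fitted maximal effect; plate controls were no compound for no effect and no enzyme for full effect; nearly all actives have a fitted effect of over 20% in size; some results filed as inactive show a strong effect at the top dose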
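AmpC (5.3 nM in the dispensed reagent) in 20 mM phosphate pH 7.0 with 0.01% (detergent screen) or 0.0001% Triton X-100 was preincubated with compounds for 15 min at room temperature. Nitrocefin was then added from an 800 uM solution, and hydrolysis was followed at 480 nm.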
Sm TGR block – S. mansoni TGR enzyme inhibition; Q962Y6; purified TGR, DTNB reduction, TNB absorbance 405 nm; Potency, µM (highest dose often 114 µM), inactives show at the highest dose activity change, negative = inhibition, usual class: inhibitors; actives 3% (n = 360,000); AID 485364; further: potency means the concentration at half of the fitted maximal effect; nearly all actives have a fitted effect of over 60% in size
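Kinetic colorimetric format: TGR-catalysed, NADPH-driven DTNB reduction monitored via TNB absorbance. Enzyme dispensed at 20 nM; compound exposure 15 min at room temperature before reaction start.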
The depositor's hits bear a star; ? = inconclusive; / = no result given; & = joins results of further samples; ! = not confirmed by another sample; [ ] = remark or other dose. Unless noted, the call rests on the fitted dose curve; in most records, active means well fitted curve in the direction sought with a large enough effect; inconclusive means small, poorly fitted or top-dose-only effect, or another doubt; inactive means no such curve, though single readings can be large; an effect the other way counts as inactive or inconclusive. Unless noted, on the % scale 0 is the no-effect control and ±100 the full control effect.

SMILES | AmpC detergent | Giardia FBPA inh | HCV inh | HCMV inh | AmpC inh no detg | Sm TGR block
O=C1CSC(c2ccccc2)N1c1cccnc1 (configuration not stated) | -1% | 1% | 16% | 36 | -14% | 9%
O=C(C1CCC1)N1CCN(S(=O)(=O)c2ccc([N+](=O)[O-])cc2)CC1 | ? | / | -16% | -6 | -6% | -22%
COc1ccc(OCC(O)CN2CCN(c3ccc(OC)cc3)CC2)cc1 (configuration not stated) | -4% | -21% | -7% | -26 | 12% | 3%
O=S(=O)(c1ccc(F)cc1)N1CCN(CC(O)COCc2cccs2)CC1 (configuration not stated) | ? | -18% | 18% | 39 | 17% | -7%
CC1CCN(C(=O)Cn2nnc(-c3ccc(N)cc3)n2)CC1 | ? | 5% | 13% | 5 | 5% | 5%
CCOC(=O)c1ccc(NC(=S)Nc2ccccn2)cc1 | -5% | -7% | -7% | -18 | -5% | -10%
Cc1cc(NC(=O)Nc2cccc(Cl)c2)n(-c2ccccn2)n1 | -4% | 5% | 11µM* | 0 | -31% | -1%
Cn1c(N)c(C(=O)CSc2nc3ccccc3c(=O)n2Cc2ccccc2)c(=O)n(C)c1=O | 1% | -13% | ? | -7 | -2% | 16%
Cc1ccc(C(c2sc3nc(C)nn3c2O)N2CC(C)OC(C)C2)cc1 (configuration not stated) | 0% | 1% | 3% | 9 | 10% | 1%
C=C(C)Cn1c(=O)c2c(nc3n2CC(C)CN3Cc2ccccc2)n(C)c1=O (configuration not stated) | 1% | 5% | -5% | -10 | 65%[activator] | 2%
CC(C)C[C@@H](CN=[N+]=[N-])N1CCN(Cc2ccccc2)CCC1=O | -14% | -9% | 7% | -6 | 18% | 0%
CCCC(=O)NCCCc1nc2ccccc2n1CC | ? | 0% | 7% | 5 | 0% | -10%
Cn1ccs/c1=N\S(=O)(=O)c1ccc(F)cc1 | -1% | -6% | 23% | 17 | 3% | -5%
Cn1c(O)c(Cc2ccc(OCc3ccccc3)cc2)c(=O)n(C)c1=O | -10% | 2% | 24% | 52 | -15% | -15%
COc1cc(NC(=O)c2ccc([N+](=O)[O-])o2)ccc1NC(=O)c1ccco1 | -1% | -7% | -2% | ? | -27% | 9%
O=C(CN(C(=O)CNS(=O)(=O)c1ccccc1)C1CCCC1)NCC1CCCO1 (configuration not stated) | ? | 3% | 13% | 38 | -21% | 23%
CCSc1nnc(NC(=O)C2CCN(C(=O)c3ccc(F)cc3)CC2)s1 | / | / | 17% | 7 | 1% | /
COc1ccc(C2N(C(=O)N(C)C)CCN2S(=O)(=O)c2ccc(OC)cc2)cc1 (configuration not stated) | 1% | 10% | 16% | -13 | 83%[activator] | -5%
Cc1cc(C)c(N(CC(=O)NC(C)(C)C)C(=O)CNC(=O)c2cccs2)c(C)c1 | -3% | 1% | 12% | -28 | 44% | /
Cc1nnc(NC(=O)CSc2nnc(CCc3nc4ccccc4[nH]3)n2C)s1 | -1% | ? | 18% | 2 | -11% | 5%
CC/C(=C/c1ccccc1)c1cccc2[nH]c3c(OC)cccc3c12 | ? | -14% | -20% | ? | -48% | -20%
O=C(CSc1nnc2ccc(-c3ccc(F)cc3)nn12)N1CCCC1 | -10% | 1% | 16% | 12 | 77%[activator] | -2%
Cc1cccnc1CCNC(=O)CC1C(=O)NCCN1CC1CCCCC1 (configuration not stated) | 5% | -11% | 4% | -26 | 52% | -3%
O=C(c1cccs1)N(c1ccc(F)cc1)C1C=CS(=O)(=O)C1 (configuration not stated) | -2% | 1% | 4% | 16 | -4% | 7%
NS(=O)(=O)c1ccc(NC(=O)COC(=O)c2cc3ccccc3oc2=O)cc1 | -5% | 3% | 12% | ? | -28% | -3%

Three entries from above, with values under each structure.
Sequence of screens: AmpC detergent	Giardia FBPA inh	HCV inh	HCMV inh	AmpC inh no detg	Sm TGR block
CC1CCN(C(=O)Cn2nnc(-c3ccc(N)cc3)n2)CC1
→ ?	5%	13%	5	5%	5%
CCOC(=O)c1ccc(NC(=S)Nc2ccccn2)cc1
→ -5%	-7%	-7%	-18	-5%	-10%
Cc1cc(NC(=O)Nc2cccc(Cl)c2)n(-c2ccccn2)n1
→ -4%	5%	11µM*	0	-31%	-1%

(next part)
SMILES | AmpC detergent | Giardia FBPA inh | HCV inh | HCMV inh | AmpC inh no detg | Sm TGR block
COc1ccc(S(=O)(=O)C(C#N)c2nc3ccccc3nc2N2CCC(C)CC2)cc1 (configuration not stated) | -6% | -27% | / | -19 | -16% | 0%
COc1ccc(C)cc1NC(=O)CNc1ccc(C(C)=O)cc1 | -9% | 26% | -5% | -33 | -30% | -15%
CC(=O)Nc1ccc(Nc2nc(C(F)(F)F)nc3c2nnn3Cc2ccccc2Cl)cc1 | 1% | 5% | ? | -72* | 57% | 0%
O=C(CCCC(=O)N1CCN(c2ccccc2F)CC1)c1ccccc1 | ? | -10% | 12% | 76 | 43% | -6%
CC(=O)Nc1ccc(Nc2nc(C)nc3c2nnn3Cc2ccccc2Cl)cc1 | -10% | 3% | ? | -30 | 20% | -3%
CCCOc1ccc(C(=O)CCC(=O)OCC(=O)Nc2ccc(Oc3ccccc3)cc2)cc1 | -5% | -3% | 0% | / | 1% | -2%
Cc1cc(NC(=O)CCC(=O)N(CC(=O)NC2CCCC2)Cc2cccs2)no1 | -9% | 0% | -13% | -25 | -7% | 1%
CCOc1ccc(-c2cc3nc(C4CCN(C(=O)OC(C)(C)C)CC4)c(C(=O)Nc4ccc(C)c(F)c4)cn3n2)cc1 | 9% | / | / | -93* | / | -2%
CC(C)(C)OC(=O)N[C@@H](Cc1ccccc1)c1nnc(SCC(=O)O)o1 | ? | 8% | 29% | 30 | -12% | 5%
O=C(Nc1ccc(F)c(F)c1)c1ccc(F)c(S(=O)(=O)N2CCC3(CC2)OCCO3)c1 | 0%&8% | -6% | 13µM* | -82*! | -17% | -1%&6%
C/C=C/c1ccc(OCC(O)CN2CCCCCCC2)c(OC)c1 (configuration not stated) | 13% | ? | ? | ? | 0% | 42%[activator]
CN1CCCN(C(=O)c2ccc(Cl)cc2)CC1 | 5% | -11% | 12% | 28 | -13% | 6%
COc1ccc(/C=N/NC(=O)c2ccc(Cl)c(S(N)(=O)=O)c2)cc1OCC(N)=O | 3% | 1% | 8% | 41 | -27% | 17%
CCc1ccccc1NC(=O)NNC(=O)CCc1ccccc1 | 2% | -2% | 13% | 31 | -12% | -4%
CCCc1cc(=O)oc2cc(OCC(=O)NCCCn3ccnc3)c(Cl)cc12 | -14% | -7% | -22% | -63* | -7% | 1%
CCOC(=O)c1cc(S(=O)(=O)NCc2ccco2)cn1C | ? | 11% | 16% | -10 | -28% | -9%
CCn1ncc(Br)c1C(=O)Nc1ccccc1OC | 0% | 5% | 15% | 6 | -13% | -3%
CCOc1ccccc1C1NC(=O)NC(C)=C1C(=O)OC1CCCC1C (configuration not stated) | -4% | -4% | 3% | -68* | -10% | 1%
CCOc1cc(/C=C2/N=C(c3ccc4c(c3)OCO4)OC2=O)ccc1OC(C)=O | -1% | / | 15% | -1 | -16% | -4%
Cc1cc(C)nc(SCc2nnc(SCC(=O)OC3CCCCC3)o2)n1 | ? | 7% | 9% | -6 | 32% | -2%
Cn1c(SCC(=O)Nc2nnc(-c3ccccc3)o2)nnc1C1CC1 | -5% | / | 13% | 26 | 2% | ?
c1ccc(-c2ccccc2OCCN2CCCC2)cc1 | 2% | ? | 4% | 6 | 2% | -3%
COc1cc(C(=O)N2CCSCC2)ccc1OC1CCN(C(C)=O)CC1 | -1% | / | 13% | 39 | 1% | ?
CCCCC(=O)N1CCc2cc(OC)c(OC)cc2C1COc1ccc(C(=O)OCC)cc1 (configuration not stated) | 7% | / | / | 11 | / | 2%
C=CCC1(CC=C)CCCN1C(=O)C1CCC(=O)N(CCc2ccc(OC)cc2)C1 (configuration not stated) | -9% | 9% | ? | 2 | 140%[activator] | -19%
The list continues.
SMILES | AmpC detergent | Giardia FBPA inh | HCV inh | HCMV inh | AmpC inh no detg | Sm TGR block
CCOC(=O)N1CCC(c2nc3ccccc3[nH]2)CC1 | -11% | -5% | 11% | 16 | -10% | -5%
Cc1ccccc1OCC(=O)Nc1cc(-c2cccc(Br)c2)nn1-c1ccccc1 | 22% | / | / | 24 | / | 2%
Cn1c(/C(C#N)=C(\O)c2ccc(Cl)s2)nc2ccccc21 | 2% | ? | 10% | 0 | -6% | -11%
O=C(NC1CC2CCC1C2)c1ccco1 (configuration not stated) | -9% | 0% | 25% | 0 | -14% | 1%
COc1cccc(-c2nc(SCc3cc(=O)c4ccc(C)c(C)c4[nH]3)n[nH]2)c1 | 18% | / | / | -16 | / | 16%
FC(F)(F)c1cnc(-c2cnc(-c3cccnc3)nc2)c(Cl)c1 | 4% | -1% | 6% | -24 | -4% | 17%
O=C(Nc1ccc(F)cc1)c1ccc(Cn2nc(N3CCN(c4ccccc4)CC3)ccc2=O)o1 | 6% | / | / | -62* | / | 23%
CCC1(C)Cc2c(sc3c2c(=O)n(C)c2nnc(SCc4ccccc4)n32)CO1 (configuration not stated) | -9% | 3% | ? | -7 | -11% | 9%
O=C1CCC(C(=O)OC(C(=O)c2c[nH]c3ccccc23)c2ccccc2)=NN1 (configuration not stated) | ? | 8% | 9% | -5 | -43% | -17%
COc1ccccc1N1CCN(C(c2cccs2)C(C)NC(=O)C(=O)N2CCOCC2)CC1 (configuration not stated) | 0% | 0% | 1% | -26 | 73%[activator] | 3%
CCN(CC)S(=O)(=O)c1ccc(C)c(NCC(=O)Nc2ccc(C#N)c(Cl)c2)c1 | -7% | -4% | 13µM* | ? | -32% | -6%
CCOC(=O)n1c(=O)oc2ccccc21 | 9% | 9% | 3% | -96* | -9% | 0%
O=C1CCCc2cc(S(=O)(=O)NCC3CCC(C(=O)Nc4ccc(Cl)cc4)CC3)ccc2N1 (configuration not stated) | -8% | / | / | -29 | / | 8%
Cc1cc(=O)n2c3ccccc3n(CC(O)CN3CCC(C)CC3)c2c1C#N (configuration not stated) | -14% | 0% | ? | -32 | -12% | 1%
C[C@H](CO)N1C[C@H](C)[C@@H](CN(C)Cc2ccc(Oc3ccccc3)cc2)Oc2c(NC(=O)c3ccncc3)cccc2C1=O | / | / | ? | -10 | 273%[activator] | /
CCOC(=O)C1=C(C)OC(N)=C(C#N)C1c1cc(Cl)c(OCC(N)=O)c(OC)c1 (configuration not stated) | 2% | -16% | 1% | -21 | / | -24%
O=C(/C=C/c1cccs1)NC(=S)Nc1ccc(S(=O)(=O)Nc2ccccc2C(F)(F)F)cc1 | -3% | 19% | 19% | 15 | -7% | 2%

Four entries drawn at random from the list so far, as already listed:
SMILES | AmpC detergent | Giardia FBPA inh | HCV inh | HCMV inh | AmpC inh no detg | Sm TGR block
CCOC(=O)N1CCC(c2nc3ccccc3[nH]2)CC1 | -11% | -5% | 11% | 16 | -10% | -5%
O=C(/C=C/c1cccs1)NC(=S)Nc1ccc(S(=O)(=O)Nc2ccccc2C(F)(F)F)cc1 | -3% | 19% | 19% | 15 | -7% | 2%
Cn1c(/C(C#N)=C(\O)c2ccc(Cl)s2)nc2ccccc21 | 2% | ? | 10% | 0 | -6% | -11%
O=C(NC1CC2CCC1C2)c1ccco1 (configuration not stated) | -9% | 0% | 25% | 0 | -14% | 1%

From PubChem
